Bioassay records (PubChem)
PI4K2A block: qHTS for small molecular inhibitors of PI4K2A; activity change, negative = inhibition, % at 76.9 µM; actives 0.13% (n = 420,000); AID 1346378, 2018; purified PI4K2A, ADP-Glo luminescence, 1 h; active compounds read low; Phosphatidylinositol 4-kinase type 2-alpha (Homo sapiens), Q9BTU6; in the data active = activity change below about -50%; inconclusive = mostly about -30% to -49%;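 also: -100% = wells without enzyme as full effect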
Target sequence (Q9BTU6 whole entry, looked up): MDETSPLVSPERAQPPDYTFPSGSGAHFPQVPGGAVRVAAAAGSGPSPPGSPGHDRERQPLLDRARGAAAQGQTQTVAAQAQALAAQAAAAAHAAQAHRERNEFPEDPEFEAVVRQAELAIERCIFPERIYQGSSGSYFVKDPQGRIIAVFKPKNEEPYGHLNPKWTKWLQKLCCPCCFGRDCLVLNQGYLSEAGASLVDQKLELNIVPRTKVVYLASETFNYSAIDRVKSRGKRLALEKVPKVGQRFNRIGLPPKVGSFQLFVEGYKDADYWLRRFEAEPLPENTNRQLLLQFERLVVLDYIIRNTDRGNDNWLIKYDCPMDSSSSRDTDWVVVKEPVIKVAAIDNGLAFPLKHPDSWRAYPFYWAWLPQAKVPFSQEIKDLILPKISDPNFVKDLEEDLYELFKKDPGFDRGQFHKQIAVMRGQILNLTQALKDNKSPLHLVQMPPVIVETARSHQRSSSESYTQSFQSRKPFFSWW
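In this quantitative HTS, ADP production by PI4K2A was quantified luminescently after 1 h at ambient temperature; 100 microM adenosine served as plate-quality control.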
PGK inhibitor: qHTS Assay to Find Inhibitors of Phosphoglycerate Kinase. Phosphoglycerate kinase, glycosomal (Trypanosoma brucei brucei), P07378. PGK/GAPDH coupled, Kinase-Glo luminescence, 60 min. Potency, µM (top dose mostly 57.5 µM), without a hit: top-dose activity change, negative = inhibition, hits mostly inhibitors. actives 0.043% (n = 380,000); also: potency is read from the fitted curve at half-maximal effect; % is scaled to controls: 0 for no effect and ±100 for the full control effect; nearly all actives have a fitted effect of over 60% in size
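Recombinant glycosomal PGK reaction used 1,3-bisphosphoglycerate generated in-well by GAPDH (100nM final) in 100mM TEA pH 7.6, 5mM MgCl2, 0.01% Tween-20. After 60 minutes at room temperature, ATP was read by Kinase-Glo Plus luminescence end-point.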
G9a inh: qHTS Assay for Inhibitors of Histone Lysine Methyltransferase G9a; Histone-lysine N-methyltransferase EHMT2 (Homo sapiens), Q96KQ7; actives 8.8% (n = 350,000); Potency, µM (titrated, usually from 102 µM), for the others: top-dose activity, negative = inhibition, hits mostly inhibitors; G9a H3K9 monomethylation, AlphaScreen, 2 h; also: potency is read from the fitted curve at half-maximal effect; % is scaled to controls: 0 for no effect and ±100 for the full control effect; nearly all actives have a fitted effect of over 75% in size
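Signal arises when biotinylated H3K9 peptide, once monomethylated, bridges streptavidin donor and antibody-captured acceptor beads. Enzyme at 20 nM was preincubated 15 min with test compounds; peptide 500 nM and SAM 20 uM then reacted for 2 h.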
Pin1 inh: qHTS Assay to Find Inhibitors of Pin1 | actives 0.009% (n = 390,000) | Pin1 FP peptide displacement, HiFluor488, 10 min | Potency, µM (series often up to 115 µM), for inactives: at the top dose activity, negative = inhibition, actives largely listed as inhibitors | Peptidyl-prolyl cis-trans isomerase NIMA-interacting 1 (Homo sapiens), Q13526; active = well fitted inhibition curve with a large enough effect in the polarisation, with a control signal flat, not every such curve was filed as active; inconclusive = small, poorly fitted or top-dose-only effect, or effect the other way, or a change in a side signal; inactive = no such curve, though single readings can be large or run the other way; the % refers to the polarisation; also: potency is read from the fitted curve at half-maximal effect; % is scaled to controls: 0 for no effect and ±100 for the full control effect
Target sequence (Q13526 whole entry, looked up): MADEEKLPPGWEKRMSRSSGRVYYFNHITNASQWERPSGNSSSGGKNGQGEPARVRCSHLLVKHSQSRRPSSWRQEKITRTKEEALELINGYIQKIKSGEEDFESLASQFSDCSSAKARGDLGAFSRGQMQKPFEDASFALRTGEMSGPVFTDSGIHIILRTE
GLS inhibitor: qHTS for Inhibitors of Glutaminase (GLS); Glutaminase kidney isoform, mitochondrial (Homo sapiens), O94925; actives 0.21% (n = 410,000); Potency, µM (series often up to 45.5 µM), inactives show top-dose activity change, negative = inhibition, usual class: inhibitors; GLS enzymatic activity, qHTS titration; also: potency is read from the fitted curve at half-maximal effect; % is scaled to controls: 0 for no effect and ±100 for the full control effect
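Compounds were pin-transferred onto hKGA, after which L-glutamine (1 mM solution) and a detection mix of glutamate oxidase, HRP and Amplex Red were added. Initial and 30 min RT fluorescence reads were collected.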
JMJD2A Tudor inh: qHTS Assay for Inhibitors of JMJD2A-Tudor Domain; AlphaScreen JMJD2A-Tudor / H3K4me3 peptide binding; Potency, µM (doses to about 114 µM), inactives show at the highest dose activity change, negative = inhibition, most hits filed as inhibitors; actives 4.4% (n = 390,000); Lysine-specific demethylase 4A (Homo sapiens), O75164; also: potency is read from the fitted curve at half-maximal effect; % is scaled to controls: 0 for no effect and ±100 for the full control effect; nearly all actives have a fitted effect of over 50% in size
HP1b chromo inh: HTS for Inhibitors of HP1-beta Chromodomain Interactions with Methylated Histone Tails; Chromobox protein homolog 1 (Homo sapiens), P83916; AlphaScreen HP1-beta / biotin-H3K9me3 peptide binding; Potency, µM (doses to about 114 µM), for inactives: top-dose activity change, negative = inhibition, usual class: inhibitors; actives 0.56% (n = 390,000); AID 540317, 2011; also: potency is read from the fitted curve at half-maximal effect; nearly all actives have a fitted effect of over 70% in size; inactives centre near 23
Target sequence (P83916 whole entry, looked up): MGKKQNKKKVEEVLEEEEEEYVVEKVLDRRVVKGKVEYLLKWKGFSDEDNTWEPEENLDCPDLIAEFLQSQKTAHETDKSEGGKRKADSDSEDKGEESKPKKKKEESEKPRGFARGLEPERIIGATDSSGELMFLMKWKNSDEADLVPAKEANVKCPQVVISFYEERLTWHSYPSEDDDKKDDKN
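AlphaScreen: HP1-beta (50 nM) preformed 30 min with biotin-H3(1-18)K9me3 peptide (50 nM) in PBS pH 7.4, 0.01% Tween-20. Compound added for 30 min at RT, then streptavidin donor/nickel chelate acceptor beads (10 ug/mL) for 30 min.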
BAZ2B block: qHTS Assay for Inhibitors of BAZ2B; Bromodomain adjacent to zinc finger domain protein 2B (Homo sapiens), Q9UIF8; AlphaScreen BAZ2B-H3K14Ac peptide displacement; Potency, µM (highest dose often 114 µM), for the others: at the highest dose activity change, negative = inhibition, most hits filed as inhibitors; actives 4.4% (n = 360,000); AID 504333, 2011; also: potency is read from the fitted curve at half-maximal effect; % is scaled to controls: 0 for no effect and ±100 for the full control effect; nearly all actives have a fitted effect of over 60% in size
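Compounds, titrated to a top concentration of 110 uM, were incubated 30 min at room temperature with preformed BAZ2B/acetyl-K14 H3 peptide complex (50 nM each). Proximity signal was measured by AlphaScreen after 20 min with beads.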
POLH inh: qHTS for Inhibitors of Polymerase Eta. recombinant Pol eta, fluorescent DNA replication assay. DNA polymerase eta (Homo sapiens), Q9Y253. AID 588591, 2011. Potency, µM (titrated, usually from 114 µM), inactives show top-dose activity change, negative = inhibition, usual class: inhibitors. actives 1.2% (n = 390,000); also: potency is read from the fitted curve at half-maximal effect; % is scaled to controls: 0 for no effect and ±100 for the full control effect
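Pol eta (10 nM) was preincubated with compounds for 15 min at room temperature, after which fluorescent replication substrate (50 nM final) was added to start the reaction. Fluorescence was read kinetically at 0 and 10 min.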
* hit, by the source's call; i = inactive; ? = inconclusive; . = not tested or not shown; [ ] = dose if it differs, or a comment. Unless noted, calls follow the shape of the dose curve; as a rule, active = well fitted curve in the direction sought with a large enough effect; inconclusive = small, poorly fitted or top-dose-only effect, or another doubt; inactive = no such curve, though single readings can be large; an effect the other way counts as inactive or inconclusive. These rows are one share of the data; rates above refer to the full screens.

A first look:
cpd	PI4K2A block	PGK inhibitor	G9a inh	mol	Pin1 inh	GLS inhibitor	JMJD2A Tudor inh	HP1b chromo inh	BAZ2B block	POLH inh
1	-7	-5%	8%[12.7 µM]	Fc1cccc(CCN2C(=S)NC[C@@H]2CC2CCCCC2)c1	-1%	6%	-30%	26%	-23%	-10%
2	2	-2%	9%[59 µM]	Cc1ccc2nc(NC(=O)c3nc(SCc4ccccc4C)ncc3Cl)sc2c1	0%	-14%	-12%	34%	0%	-8%
3	-4	i	-3%[59 µM]	COc1cc([N+](=O)[O-])ccc1NC(=O)C[n+]1cccc(C)c1	-3%	-7%	-16%	28%	-3%	-13%
4	6	-7%	?	COc1ccc(NC(C)=O)cc1NC(C)C(=O)Nc1ccc(S(=O)(=O)N2CCCCC2)cc1 (centres undefined)	-3%	21%	?	-21%	?	-14%
5	-9	i	18%[59 µM]	CC(CSc1nnnn1-c1ccccc1)Cn1c(N2CCCC2)nc2c1c(=O)[nH]c(=O)n2C (centres undefined)	5%	2%	-18%	18%	-8%	-16%
6	-1	i	.	Cc1cc2cc(C)c(NCCNC(=O)c3ccccc3F)nc2cc1C	-1%	-10%	-2%	16%	-16%	-25%
7	0	7%	7%	CN(C)c1ccc(C(=O)OCC(=O)N2CCOCC2)cc1	-1%	-4%	4%	19%	14%	-7%
8	0	-7%	10%[59 µM]	COC(=O)c1cc2sc(C)cc2n1CC(=O)Nc1ccc(C)cc1Cl	0%	-8%	-19%	19%	1%	2%
9	-2	-3%	-8%[2.33 µM]	COc1cccc(CSc2nc3nc(C)cc(C)n3n2)c1	-12%	1%	-8%	28%	15%	8%
10	-1	-1%	7%[59 µM]	CC1CCc2c(C(=O)NCc3cccnc3)csc2C1 (centres undefined)	0%	3%	-9%	29%	2%	4%

The list itself, from the first entry:
cpd	PI4K2A block	PGK inhibitor	G9a inh	mol	Pin1 inh	GLS inhibitor	JMJD2A Tudor inh	HP1b chromo inh	BAZ2B block	POLH inh
1	-7	-5%	8%[12.7 µM]	Fc1cccc(CCN2C(=S)NC[C@@H]2CC2CCCCC2)c1	-1%	6%	-30%	26%	-23%	-10%
2	2	-2%	9%[59 µM]	Cc1ccc2nc(NC(=O)c3nc(SCc4ccccc4C)ncc3Cl)sc2c1	0%	-14%	-12%	34%	0%	-8%
3	-4	i	-3%[59 µM]	COc1cc([N+](=O)[O-])ccc1NC(=O)C[n+]1cccc(C)c1	-3%	-7%	-16%	28%	-3%	-13%
4	6	-7%	?	COc1ccc(NC(C)=O)cc1NC(C)C(=O)Nc1ccc(S(=O)(=O)N2CCCCC2)cc1 (centres undefined)	-3%	21%	?	-21%	?	-14%
5	-9	i	18%[59 µM]	CC(CSc1nnnn1-c1ccccc1)Cn1c(N2CCCC2)nc2c1c(=O)[nH]c(=O)n2C (centres undefined)	5%	2%	-18%	18%	-8%	-16%
6	-1	i	.	Cc1cc2cc(C)c(NCCNC(=O)c3ccccc3F)nc2cc1C	-1%	-10%	-2%	16%	-16%	-25%
7	0	7%	7%	CN(C)c1ccc(C(=O)OCC(=O)N2CCOCC2)cc1	-1%	-4%	4%	19%	14%	-7%
8	0	-7%	10%[59 µM]	COC(=O)c1cc2sc(C)cc2n1CC(=O)Nc1ccc(C)cc1Cl	0%	-8%	-19%	19%	1%	2%
9	-2	-3%	-8%[2.33 µM]	COc1cccc(CSc2nc3nc(C)cc(C)n3n2)c1	-12%	1%	-8%	28%	15%	8%
10	-1	-1%	7%[59 µM]	CC1CCc2c(C(=O)NCc3cccnc3)csc2C1 (centres undefined)	0%	3%	-9%	29%	2%	4%
11	-1	3%	1%[0.501 µM]	COc1cc(Br)cc(Br)c1OCC(=O)N/N=C/c1c(C)n(C)n(-c2ccccc2)c1=O	1%	5%	-29%	42%[activator]	-12%	-16%
12	5	-10%	-6%	CCN(CC)S(=O)(=O)c1ccc(N=Nc2c(N)[nH]c(=O)[nH]c2=O)cc1	-4%	1%	-7%	20%	-10%	-5%
13	7	i	-36%[59 µM]	Cc1ccc2c(c1)C(O)(CC(=O)/C=C/C=C/c1ccccc1)C(=O)N2 (centres undefined)	-5%	3%	-24%	11%	?	-3%
14	-8	i	-4%[59 µM]	CC(Sc1nnc(Cc2cccs2)n1C1CCCCC1)C(=O)N1CCc2ccccc21 (centres undefined)	-6%	-11%	-24%	22%	-24%	?
15	-3	i	1%[59 µM]	CCOCCCNC(=S)Nc1cc(C)cc(C)c1	-11%	-3%	-10%	27%	-6%	-16%
16	1	-14%	?	CC(C)CCN(C(=S)Nc1cccc(F)c1)C1CCN(C(C)C)CC1	-2%	0%	-12%	12%	3%	-20%
17	4	3%	-22%	Cc1csc(=O)n1CC(=O)OCC(=O)Nc1ccc(F)c(F)c1	-1%	2%	-3%	27%	-3%	-7%
18	-1	3%	-3%	COc1ccc(S(=O)(=O)N2CCCC2)cc1NC(=O)c1ccccc1F	10%	-6%	-1%	20%	-8%	-24%
19	1	-4%	13µM*	CN(C(=O)COC(=O)CCc1c[nH]c2ccccc12)C(c1ccccc1)c1ccccc1	12%	7%	?	-3%	?	-12%
20	4	1%	-4%[2.33 µM]	O=C(Nc1ccc(F)cc1)c1cncs1	4%	-1%	-1%	16%	6%	8%
21	-4	1%	.	CSc1ncccc1C(=O)Nc1cccc(S(=O)(=O)N2CCCC2)c1	-11%	-1%	-13%	36%	.	-8%
22	-3	0%	50µM*	CCOc1ccccc1NC(=O)/C=C/c1ccc(S(=O)(=O)N2CCOCC2)cc1	20%	7%	-20%	9%	-4%	-8%
23	2	-9%	5%[59 µM]	C/C(=N/NC(=O)Cc1cccs1)c1ccco1	-2%	-4%	?	?	-2%	-10%
24	-9	i	11%[12.7 µM]	Cn1c(=O)c2c(ncn2CC(=O)Nc2ccccc2)n(C)c1=O	-7%	-5%	-3%	21%	6%	-12%
25	2	-9%	8%	COc1ccc2nc(NC(=O)CSc3cn[nH]n3)sc2c1	-6%	0%	-18%	15%	-10%	-13%
26	4	-5%	?	COc1ccc(C(=O)NC(=S)Nc2ccc(N3CCOCC3)c(Cl)c2)cc1[N+](=O)[O-]	3%	4%	8%	34%	?	-19%
27	2	-4%	23%	COc1cc(C(=O)NCCCNc2nc3c(C)cc(C)cc3cc2C#N)cc(OC)c1OC	-1%	-4%	33%	73%[activator]	13%	-24%
28	0	3%	6%[59 µM]	COc1ccc(C(C)=O)cc1CSc1nnc(C)n1-c1ccccc1	-18%	9%	-12%	36%	4%	0%
29	-3	i	21%	Cc1ccc(-c2nnc(SCC(=O)N/N=C/c3ccc(C(=O)O)cc3)n2C2CCCCC2)cc1	7%	16%	-11%	77%[activator]	-11%	-4%
30	4	0%	-20%[59 µM]	COc1ccc(C)cc1NC(=O)NCc1ccc2c(c1)CCN2C(=O)c1ccccc1	19%	-3%	-12%	-7%[57 µM]	-26%	-20%
31	1	-6%	37%[59 µM]	COC(=O)Cc1ccc(NC(=S)N2CCN(c3ccc(F)cc3)CC2)cc1	11%	7%	-6%	31%	-15%	-15%
32	10	-3%	71µM*	CC(C)c1ccc(NC2CCCN(C(=O)c3n[nH]c4c3CCC4)C2)cc1 (centres undefined)	-7%	-21%	-24%	4%	-24%	-19%
33	1	i	40µM*	CCCn1c(=N)n(CC(=O)c2ccc([N+](=O)[O-])cc2)c2ccccc21	24%	-17%	-23%	17%	35µM*	-16%
34	9	1%	5%[59 µM]	O=C(CSc1nc2ncccc2[nH]1)c1ccc(F)cc1	-1%	7%	-4%	28%	11%	-2%
35	5	-1%	-37%	O=c1c2ccccc2nnn1CSc1nnnn1-c1ccc(O)cc1	2%	-9%	-11%	10%[57 µM]	.	-13%
36	-7	i	15%[59 µM]	CCOc1ccc(NC(=O)N2CCC(n3c(C)nc4cccnc43)CC2)cc1	-4%	3%	-11%	2%	-10%	-15%
37	4	i	?	COc1ccc(N2CCN(CCNC(=O)Nc3cc(Cl)ccc3OC)CC2)cc1	-2%	5%	-19%	13%	?	-7%
38	7	-5%	11µM*	Cc1cc(SCC(=O)c2ccc(O)c(O)c2)n2nc(C)c(-c3ccccc3)c2n1	0%	47%[activator]	-19%[11.4 µM]	4%	?	-24%
39	2	i	-2%[59 µM]	COc1ccc(-c2cc3ccc(O)c(CN4CCN(C)CC4)c3oc2=O)cc1OC	.	16%	-5%	27%[57 µM]	17%	-19%
40	-1	.	19%[12.7 µM]	CCOC(=O)C1CCN(C(=O)COc2cccc(C)c2)CC1	-7%	-2%	-2%	22%	8%	-6%
41	0	-6%	?	O=C(CCc1ccc(S(=O)(=O)NC2CCCCC2)cc1)NCc1ccccn1	-9%	-1%	-4%	31%	-39%	-15%
42	0	3%	15%	Cc1csc(NC(=O)CCn2c(=O)sc3ccccc32)n1	4%	10%	-9%	32%	5%	-7%
